# Compound activity deposited in PubChem BioAssay by The Scripps Research Institute Molecular Screening Center.
# MITF primary: blocks human microphthalmia-associated transcription factor | AlphaScreen MITF homodimerization, bead proximity signal | inhibition, % at 2.6 µM | hit rate 0.91% among 650,000; in the data active = inhibition above about 50%;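 also: 0% = vehicle wells with protein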
# TEAD-YAP inh: TEAD-YAP interaction inhibition; hit rate 1.4% among 640,000; HEK-TIYL cells, TEAD-Gal4/YAP UAS-luciferase luminescence; inhibition, % at 9.12 µM; AID 1259422; in the data active = inhibition above about 32%;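 also: 0% = median of test compound wells and 100% = reference inhibitor wells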
# GPR151 ag: activators of human GPR151; hit rate 1% among 650,000; activation, % at 11.2 µM; AID 1508602; PathHunter beta-arrestin GPR151 cells, luminescence; in the data active = activation above about 4.9%;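 also: 0% = median of compound wells and 100% = cells with positive control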
# Target sequence (Q8TDV0 whole entry, looked up): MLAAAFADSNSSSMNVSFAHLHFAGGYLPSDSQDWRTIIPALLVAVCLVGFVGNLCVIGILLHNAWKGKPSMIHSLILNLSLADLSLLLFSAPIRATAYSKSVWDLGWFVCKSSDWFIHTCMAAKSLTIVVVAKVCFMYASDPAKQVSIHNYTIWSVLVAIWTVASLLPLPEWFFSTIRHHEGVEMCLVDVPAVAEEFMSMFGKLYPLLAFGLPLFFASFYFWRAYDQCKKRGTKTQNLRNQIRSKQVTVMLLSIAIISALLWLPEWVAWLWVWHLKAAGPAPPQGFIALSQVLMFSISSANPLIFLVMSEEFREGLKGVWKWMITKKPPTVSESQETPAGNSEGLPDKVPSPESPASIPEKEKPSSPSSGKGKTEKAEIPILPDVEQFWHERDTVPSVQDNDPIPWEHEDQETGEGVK
# FBW7 activator: activators of human E3 ligase FBW7; AID 1259310; hit rate 0.13% among 650,000; AlphaScreen FBW7–phospho-cyclin E peptide binding, activator screen; normalized activity (activation), % at 26.1 µM; in the data active = normalized activity above about 1.9%;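 also: purified mutant Fbw7 with reduced substrate affinity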
# Target sequence (Q969H0 whole entry, looked up): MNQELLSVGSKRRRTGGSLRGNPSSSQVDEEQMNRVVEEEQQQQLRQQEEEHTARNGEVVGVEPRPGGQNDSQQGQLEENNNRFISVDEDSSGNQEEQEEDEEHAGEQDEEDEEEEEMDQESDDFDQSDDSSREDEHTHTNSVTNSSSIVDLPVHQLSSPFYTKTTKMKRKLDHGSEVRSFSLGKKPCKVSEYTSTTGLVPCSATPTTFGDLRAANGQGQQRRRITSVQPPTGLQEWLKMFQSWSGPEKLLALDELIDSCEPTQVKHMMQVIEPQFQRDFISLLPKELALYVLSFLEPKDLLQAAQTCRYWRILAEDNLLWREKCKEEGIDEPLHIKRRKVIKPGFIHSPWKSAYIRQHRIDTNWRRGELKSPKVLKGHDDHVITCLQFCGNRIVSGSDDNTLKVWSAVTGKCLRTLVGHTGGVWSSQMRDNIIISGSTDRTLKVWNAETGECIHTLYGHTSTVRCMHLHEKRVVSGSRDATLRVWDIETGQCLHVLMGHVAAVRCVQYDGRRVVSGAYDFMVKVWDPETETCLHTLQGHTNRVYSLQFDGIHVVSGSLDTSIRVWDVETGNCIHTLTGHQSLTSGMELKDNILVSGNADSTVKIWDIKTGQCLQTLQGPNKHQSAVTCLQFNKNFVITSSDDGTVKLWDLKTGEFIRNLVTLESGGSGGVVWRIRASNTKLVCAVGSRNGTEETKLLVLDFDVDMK
# An asterisk follows results filed as active; · = not tested or not shown. Not a hit list; overall some 3.4% were active at least once.
# Each structure is followed by: MITF primary, TEAD-YAP inh, GPR151 ag, FBW7 activator
- Cc1cnc(CNC(=O)c2ccc(OC3CCN(C(=O)C4CC4)CC3)cc2)cn1
    -0.2, -9.6, -0.7, 0.0
- Nc1nonc1-c1noc(-c2ccc(Br)cc2)n1
    6.0, -11.5, 0.9, 0.1
- Cc1ccc(S(=O)(=O)N(C)CC(=O)NNC(=O)CSc2ccc(F)cc2)cc1
    13.4, 7.9, 2.5, -0.1
- C=CCNC(=O)COC(=O)CCOc1ccc(OC)cc1
    13.6, 2.1, -0.6, 0.4
- CC(=O)C(C)=O
    -4.8, -9.6, 1.0, -0.2
- Cc1c(C(=O)N2CCCC2)sc2nc(-c3ccc(F)cc3)cn12
    -1.9, -37.9, -8.2, -0.1
- CCOc1ccc(NC(=O)CN(C)CC(=O)Nc2cccc(Cl)c2C)cc1OCC
    12.2, 12.9, 3.0, 0.0
- COc1ccc(OC(C)C(=O)Nc2ccc3c(c2)OCO3)cc1 (centres undefined)
    1.0, 3.7, 0.4, -0.1
- CCOc1ccccc1-c1cc(=O)c2ccc(NC(=O)c3cccnc3)cc2o1
    2.5, 1.8, 0.6, -0.2
- COc1ccc(-c2nc(=S)c3c(n2-c2ccc(C(=O)O)cc2)CCCC3)cc1
    3.9, -8.4, -0.9, -0.1
- Cc1cccc(N2CCN(S(=O)(=O)N3CCCCCC3)CC2)c1C
    0.3, -3.3, 0.3, 0.1
- C/C=C/c1ccc(OCCCNCC(C)O)c(OC)c1 (centres undefined)
    3.8, 0.9, -1.2, 0.0
- COCCN1C(=O)C2C(C(=O)Nc3ccc(C)c(C)c3)C3C=CC2(O3)C1C(=O)NC1CCCCC1 (centres undefined)
    11.3, -0.5, -0.8, 0.1
- O=C(Nc1nc(-c2ccc3ccccc3c2)cs1)C1CC1
    10.7, -55.2, 0.9, 0.4
- CCOC(=O)N1CCN(Cn2nc(-c3cccc(OC)c3)n(C)c2=S)CC1
    12.1, 4.8, -1.3, 0.3
- Cc1c(C(=O)N[C@@H](CC(C)C)C(N)=O)sc2ncnc(NCC3CCCO3)c12 (some centres undefined)
    -15.4, -9.5, 0.8, -0.1
- CC(C)CC1NC(=O)N(CC(=O)Nc2cccc(C(F)(F)F)c2)C1=O (centres undefined)
    -2.8, -3.8, 0.5, 0.2
- C=CCn1c(=S)[nH]c2sc3c(c2c1=O)CCCC3
    6.0, -5.4, 0.8, 0.0
- CCC(Br)C(=O)Nc1ccc2c(c1)OCO2 (centres undefined)
    2.6, 3.4, 0.5, 0.0
- COc1cccc(/C=C2/C(=O)NC(=O)N(c3ccc(C)cc3)C2=O)c1OC
    10.3, 5.4, 1.3, 0.1
- O=C(Nn1c(C2CCCCC2)nc2ccccc2c1=O)c1cc(Cl)ccc1[N+](=O)[O-]
    2.4, 3.0, 2.4, -0.2
- CCOc1ccccc1NC(=O)Cn1c(=O)oc2ccccc21
    -4.4, -5.3, -0.7, -0.1
- Cc1cccc(OCC(O)CN(Cc2ccccc2)Cc2ccccc2)c1 (centres undefined)
    -2.3, -5.7, 0.0, 0.0
- COc1cccc(/C=N/N=C2\NC(=O)C(CC(=O)Nc3ccc(C)cc3)S2)c1 (centres undefined)
    16.1, 9.2, 3.3, 0.2
- Cc1ncn(-c2ccc(Nc3ncc4cccc(-c5ccncc5)c4n3)cc2)n1
    3.6, 45.4*, 1.7, 0.6
- CCCNc1nc(Nc2cc(OC)c(OC)c(OC)c2)nc(N(CC)CC)n1
    16.5, -11.4, -0.7, 0.0
- Cc1cc(C(=O)N/N=C/c2cc(N=Nc3ccccc3)ccc2O)n[nH]1
    28.4, 61.6*, -0.4, 0.0
- O=C(c1ccco1)N1CCN(C(=O)C2CCN(c3ccc(-c4ccccc4)nn3)CC2)CC1
    -13.1, 28.0, -2.0, -0.2
- O=C(COc1ccccc1F)NCC1CC(=O)N(c2ccccc2)C1 (centres undefined)
    -3.4, 2.4, 0.5, 0.1
- CC1=NN(c2ccccc2)C(=O)C12CC(C)=C(C)CS2 (centres undefined)
    -4.8, -6.6, -0.4, -0.1
- O=C(c1ccco1)N(CC1CC1)C1CCN(Cc2ccncc2)CC1
    -4.2, -9.3, -0.7, 0.0
- Cc1ccc([N+](=O)[O-])cc1-c1ccc(/C=C2\SC(=Nc3ccccc3)NC2=O)o1
    9.0, 1.6, -0.9, -0.1
- O=S1(=O)N=C(N2CCN(c3ccccc3)CC2)c2ccccc21
    -4.8, -3.9, -0.3, -0.2
- COc1cccc(C(=O)Nc2nc3ccc(C)cc3s2)c1
    -8.8, -14.8, -4.0, -0.1
- O=C1CC(N2CCN(c3ccc(O)cc3)CC2)C(=O)N1CCc1ccccc1 (centres undefined)
    -10.1, -6.0, 0.5, 0.0
- C=CCn1c(C)cc(C2=NNC(=NCc3ccccc3)SC2)c1C
    -3.5, -46.5, -2.3, -0.1
- CC1=CC(=O)C(C(C)C)=CC1=O
    -2.1, 4.6, -2.0, 0.7
- COc1ccc(O)c(CN2CCN(CC(C)C)C(CCO)C2)c1 (centres undefined)
    11.5, 7.8, 0.8, 0.3
- Fc1ccc(Nc2nc(-c3cccnc3)nc3ccccc23)cc1
    1.8, 15.2, 0.7, -0.3
- CC1Nc2ncnn2C(c2cccs2)C1C(=O)Nc1ccccc1 (centres undefined)
    -0.8, 4.0, -0.7, 0.4
- Cc1ccc(Cn2c(=O)c3c(nc4n3CC(C)CN4Cc3ccccc3)n(C)c2=O)cc1 (centres undefined)
    -0.7, -10.9, 0.2, -0.5
- Cn1c(CC(=O)NNC(=O)CSc2ccc3ccccc3c2)nc2ccccc21
    14.5, 15.8, -1.2, -0.1
- O=C(O)CCC/C=C\C[C@@H]1[C@@H](CC[C@@H](O)CCc2cccc(C(F)(F)F)c2)[C@H](O)C[C@@H]1O
    -9.3, ·, 3.9, ·
- CCCCCn1c(=S)[nH]c2cc(C(=O)NCc3ccc(F)cc3)ccc2c1=O
    0.6, 3.4, 0.8, -0.1
- O=C(CCC1(Cc2ccco2)CCC(=O)N1)NCCN1CCC(c2ccccc2)C1 (centres undefined)
    -9.1, 8.0, -0.3, 0.2
- Cn1c(=O)[nH]c2c(cnn2-c2ccccc2)c1=O
    -5.2, 7.3, 2.8, -0.2
- CCOCCOC(=O)C1=C(C)NC(=O)NC1c1ccc(N(C)C)cc1 (centres undefined)
    13.1, 0.0, 0.6, -0.1
- CC(=O)N1CCOc2cc(S(=O)(=O)N3CCN(C4CCCCC4)CC3)c(Cl)cc21
    -1.4, 4.1, -0.1, 0.1
- CC(=O)NCC(=O)N(Cc1ccco1)C1(C(=O)NC2CCCCC2)CCCCC1
    10.8, 8.6, -0.3, 0.8
- COCc1n[nH]c(=S)n1-c1cccc2ccccc12
    22.4, 2.4, -0.4, 0.0
- COc1ccc(NC(=O)Cn2nc(C)n3cccc3c2=O)cc1OC
    -3.1, 6.8, 0.8, 0.1
- Cc1ccc(NC(=O)c2ccc(N(Cc3ccccc3)S(C)(=O)=O)cc2)c(C)c1
    -6.4, -0.7, 0.5, 0.0
- CC(NC(=O)CSc1nnc(Cc2ccccc2)n1C)c1ccccc1 (centres undefined)
    -12.5, -7.5, -1.7, -0.3
- COc1ccccc1OCC(O)Cn1cnc2ccccc21 (centres undefined)
    9.9, -25.0, 0.4, -0.1
- COC(=O)c1ccc(C(=O)N2CCC[C@H]2[C@H](O)c2nc3ccccc3s2)s1
    -9.0, -5.5, -1.9, 0.0
- COc1ccc(CCNS(=O)(=O)c2cn(C)c(=O)n(C)c2=O)cc1OC
    -14.8, -1.7, -0.3, 0.0
- Cc1ccccc1CNC(=O)CN(c1cccc(C)c1C)S(C)(=O)=O
    -23.7, -7.6, -1.4, 0.6
- COc1ccccc1Nc1nc(Cl)ccc1[N+](=O)[O-]
    0.9, -8.5, 5.0*, 0.1
- CN(C1CCCCC1)S(=O)(=O)c1ccc(NC(=O)C2CCCCC2C(=O)O)cc1 (centres undefined)
    -9.5, -10.0, -0.7, 0.0
- O=C(/C=C\Nc1cccc(F)c1)c1cccs1
    7.5, -4.4, -2.1, 0.0

# Sorted by length of the SMILES (lowest first): 16 of the compounds above.
# Each structure is followed by: MITF primary, TEAD-YAP inh, GPR151 ag, FBW7 activator
- O=C(/C=C\Nc1cccc(F)c1)c1cccs1
    7.5, -4.4, -2.1, 0.0
- COc1ccccc1OCC(O)Cn1cnc2ccccc21 (centres undefined)
    9.9, -25.0, 0.4, -0.1
- COCc1n[nH]c(=S)n1-c1cccc2ccccc12
    22.4, 2.4, -0.4, 0.0
- Cn1c(=O)[nH]c2c(cnn2-c2ccccc2)c1=O
    -5.2, 7.3, 2.8, -0.2
- COc1ccccc1Nc1nc(Cl)ccc1[N+](=O)[O-]
    0.9, -8.5, 5.0*, 0.1
- COc1ccc(O)c(CN2CCN(CC(C)C)C(CCO)C2)c1 (centres undefined)
    11.5, 7.8, 0.8, 0.3
- CC(NC(=O)CSc1nnc(Cc2ccccc2)n1C)c1ccccc1 (centres undefined)
    -12.5, -7.5, -1.7, -0.3
- CCOCCOC(=O)C1=C(C)NC(=O)NC1c1ccc(N(C)C)cc1 (centres undefined)
    13.1, 0.0, 0.6, -0.1
- Cn1c(CC(=O)NNC(=O)CSc2ccc3ccccc3c2)nc2ccccc21
    14.5, 15.8, -1.2, -0.1
- COc1ccc(CCNS(=O)(=O)c2cn(C)c(=O)n(C)c2=O)cc1OC
    -14.8, -1.7, -0.3, 0.0
- O=C(CCC1(Cc2ccco2)CCC(=O)N1)NCCN1CCC(c2ccccc2)C1 (centres undefined)
    -9.1, 8.0, -0.3, 0.2
- CN(C1CCCCC1)S(=O)(=O)c1ccc(NC(=O)C2CCCCC2C(=O)O)cc1 (centres undefined)
    -9.5, -10.0, -0.7, 0.0
- Cc1ccc(NC(=O)c2ccc(N(Cc3ccccc3)S(C)(=O)=O)cc2)c(C)c1
    -6.4, -0.7, 0.5, 0.0
- CC(=O)N1CCOc2cc(S(=O)(=O)N3CCN(C4CCCCC4)CC3)c(Cl)cc21
    -1.4, 4.1, -0.1, 0.1
- Cc1ccc(Cn2c(=O)c3c(nc4n3CC(C)CN4Cc3ccccc3)n(C)c2=O)cc1 (centres undefined)
    -0.7, -10.9, 0.2, -0.5
- O=C(O)CCC/C=C\C[C@@H]1[C@@H](CC[C@@H](O)CCc2cccc(C(F)(F)F)c2)[C@H](O)C[C@@H]1O
    -9.3, ·, 3.9, ·

# Following part.
# Each structure is followed by: MITF primary, TEAD-YAP inh, GPR151 ag, FBW7 activator
- CCN(CC)Cc1c(C(=O)N/N=C/c2ccccc2F)nnn1-c1nonc1N
    0.7, -19.2, -0.2, 0.1
- CNc1nc(-c2ccccc2Br)cs1
    32.7, -14.4, -0.8, -0.1
- COc1cccc(-n2c(SCC(=O)N3CCCc4ccccc43)nc3n[nH]c(C)c3c2=N)c1
    7.3, 20.1, -0.5, 0.8
- Cc1c(C)n(Cc2ccccc2)c2ccc(C(=O)N3CCN(Cc4ccccc4)CC3)cc12
    0.6, -4.5, 1.5, -0.1
- CCOc1ccccc1OCC(=O)N/N=C/c1cc(C)ccc1O
    -14.1, 61.0*, -0.1, -1.6
- c1ccc(Oc2ccc(-c3[nH]c(-c4ccccc4)nc3-c3ccccc3)cc2)cc1
    4.6, 0.4, 5.3*, -0.2
- CCc1ccccc1NC(=O)c1snc2c(=O)[nH]c(C)nc12
    5.9, 2.1, -0.4, 0.1
- Cc1cc(NC(=O)COC(=O)c2ccc(NC(N)=O)cc2)no1
    -9.8, 3.7, -1.1, -0.1
- COc1cccc(C2NC(=O)NC(C)=C2C(=O)OCc2ccc3c(c2)OCO3)c1OC (centres undefined)
    -14.2, 2.8, -1.1, -0.5
- CCCOC(=O)c1ccc(-c2n[nH]c(=O)c3ccccc23)cc1
    0.3, 6.9, 0.2, 0.5
- COc1ccccc1NC(=O)c1sc(NC(=O)c2ccco2)c(C#N)c1C
    13.8, 10.1, 0.1, 1.4
- CN(C)C(=O)[C@H](O)CNC(=O)c1cnccc1Nc1ccc2[nH]ncc2c1
    16.8, 2.0, -0.9, 0.2
- COc1ccccc1/C=C1/N=C(SCC(=O)Nc2cc(C)on2)N(c2ccccc2)C1=O
    -8.6, 0.3, 0.0, 0.1
- O=C(c1ccccn1)N1CCC(c2[nH]ncc2-c2ccccc2)CC1
    14.4, -8.6, -1.0, -0.1
- COC(=O)c1ccccc1NC(=O)c1noc2c1CCc1ccccc1-2
    -1.1, 10.5, -1.2, 0.5

# Profiles as entered above. Order of values: MITF primary	TEAD-YAP inh	GPR151 ag	FBW7 activator
# Listed for `Cc1ccc(NC(=O)c2ccc(N(Cc3ccccc3)S(C)(=O)=O)cc2)c(C)c1` → -6.4	-0.7	0.5	0.0
# Listed for `Fc1ccc(Nc2nc(-c3cccnc3)nc3ccccc23)cc1` → 1.8	15.2	0.7	-0.3

# Next part
# Each structure is followed by: MITF primary, TEAD-YAP inh, GPR151 ag, FBW7 activator
- Cc1ccc(/C=N/NC(=O)c2cccs2)s1
    18.3, -43.4, -1.4, 0.0
- O=C(NCc1ccccc1)/C(=C/c1ccc2c(c1)OCO2)NC(=O)c1ccc(Br)cc1
    15.3, 8.1, -0.2, 0.3
- COc1ccc(-c2nc3ccc(C(=O)NCCN(C(C)C)C(C)C)cc3s2)cc1
    -10.9, -19.0, 1.4, -0.2
- COc1cccc(CN2CCC(C(=O)NC(C)c3ccccc3)CC2)c1O (centres undefined)
    29.3, -1.1, -0.8, -0.1
- Cc1csc(CN2CCN(C(=O)C3c4ccccc4Oc4ccccc43)CC2)n1
    -8.0, -2.7, 2.4, 0.2
- CCc1cc(C(=O)N2CCC(CCC(=O)N(C)Cc3ccccc3)CC2)no1
    1.9, -36.7, 0.9, -0.1
- Cc1ccc(S(=O)(=O)Nc2ccc(N)cc2Cl)cc1
    6.0, 8.5, 0.7, 0.0
